PGC1a acetyl inh: modulators of PGC1a acetylation. U2OS PGC1a acetylation, AlphaScreen anti-acetyl-lysine; with virally co-expressed GCN5 acetyltransferase. inhibition, % at 15.6 µM. hit rate 0.17% among 350,000. AID 651687;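 active = every replicate shows inhibition of at least 40%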;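 also: 0% = neutral control wells and 100% = positive control wells; some results beyond the cut were filed as inactive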
Cneo AK release: causes C. neoformans cell lysis. hit rate 0.2% among 360,000. lysis activity, % at 15 µM. AID 651654. adenylate kinase release luminescence, 4 h; normalised: neutral wells 0, clomiphene wells 100;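 active = mean lysis activity across replicates of at least 80%, whatever share of replicates individually reach that level; inactive = mean lysis activity below 80%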
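Test system: log-phase Cryptococcus neoformans yeast cells. Input: 5 × 10^6 yeast cells/mL. Medium: fresh YPD growth medium. Doses: single dose. Incubation: static 4 h at 37 °C with compound, 1 h detection. Measured by: luminescent adenylate kinase detection reagent. Read-out: signal increase indicating cell lysis. Benchmarks: Clomiphene.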
FN deposit inh: fibronectin deposition inhibition; AH1F fibroblasts, Alexa488-fibronectin deposition fluorescence, overnight; inhibition, % at 12.6 µM; hit rate 0.086% among 350,000; AID 743247;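 active = mean inhibition across replicates of 30% or more, regardless of how many single replicates reach that level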;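 also: positive control wells lacked labelled fibronectin entirely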
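material = AH1F fibroblast monolayer depositing Alexa488-labelled fibronectin into matrix | amount = 10000 AH1F cells/well | buffer or medium = DMEM plus 2% serum, read in PBS | incubation = 1 h cell adhesion before compound, then overnight fibronectin incubation | detection = fluorescence at 485 nm excitation, 525 nm emission | evaluation = percent inhibition as loss of matrix-bound fibronectin fluorescence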
LGR2 inh: blocks bursicon-induced cAMP signaling via Drosophila LGR2 | AID 720647 | hit rate 0.35% among 380,000 | HEK293 LGR2, CRE-luciferase, bursicon-stimulated, 4 h | inhibition, % at 9.99 µM;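 active = drop in luminescence signal, shown as inhibition above about 50% in the replicate tests, limit read from the data, passing the limit was not always enough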;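 also: agonist challenge used bursicon conditioned medium at about half maximal strength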
CASP6 VEID inh: inhibitors of human caspase-6. purified caspase-6, Z-VEID-R110 cleavage fluorescence. AID 686996. inhibition, % at 12.5 µM. hit rate 0.53% among 350,000. P55212;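 active = mean inhibition across replicates at least about 35%, with every replicate also reaching that limit, limit read from the data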;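 also: 0% = median of neutral control wells and 100% = no fluorescence left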
Target sequence (P55212 24-179 limits assumed): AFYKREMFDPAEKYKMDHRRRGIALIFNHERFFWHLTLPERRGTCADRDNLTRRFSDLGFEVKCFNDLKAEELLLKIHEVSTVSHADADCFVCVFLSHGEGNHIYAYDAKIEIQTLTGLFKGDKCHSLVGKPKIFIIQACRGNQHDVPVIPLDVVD
Target sequence (P55212 194-293 limits assumed): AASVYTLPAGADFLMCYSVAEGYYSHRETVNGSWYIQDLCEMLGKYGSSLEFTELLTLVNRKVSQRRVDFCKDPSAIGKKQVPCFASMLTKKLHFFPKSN
EWS-Fli block: inhibitors of EWS/Fli oncoprotein transcriptional activity; A673 NR0B1-luciferase reporter, viability-normalised; inhibition, % at 12.6 µM; hit rate 0.67% among 350,000; AID 651661;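 active = mean inhibition of at least 50% after viability correction, with every replicate also passing that limit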;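 also: firefly luciferase signal divided by Alamar Blue viability fluorescence both relative to DMSO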
miR-122 sensor: blocks miR-122 activity in Huh7 sensor cells. Huh7 miR-122 Renilla luciferase sensor, 48 h; neutral wells = 0, positive control = 100. activation (reporter increase), % at 12.5 µM. hit rate 0.3% among 340,000. AID 602342;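 active = mean replicate activation score at least 90 and every replicate individually at or above 90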;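 also: higher luciferase means less miR-122 activity so hits act as miR-122 inhibitors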
PAX8 inh HTS: inhibitors of PAX8 transcriptional activity in RMG-I cells; hit rate 1.2% among 360,000; RMG-I TPO-luciferase reporter, SteadyGlo, 24 h; AID 652154; inhibition, % at 12.6 µM;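 active = mean replicate inhibition at least 60% with every replicate also reaching 60%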;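 also: luciferase light reporting Pax8 driven TPO promoter activity; plate controls were median of neutral control wells for no effect and mitoxantrone controls for full effect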
Active calls of the source: *; x = no result given; [ ] = remark or other dose. Rows were taken by chance; any-hit rate near 2.5%.

SMILES | PGC1a acetyl inh | Cneo AK release | FN deposit inh | LGR2 inh | CASP6 VEID inh | EWS-Fli block | miR-122 sensor | PAX8 inh HTS
c1ccc2c(c1)OCCc1c-2[nH]c2ccccc12 | -1 | -2 | x | -6 | -2 | -13 | 3 | -23
Cc1c(S(=O)(=O)N(C)C2CCCCC2)c(=O)n(C)c(=O)n1C | x | 1 | 6 | -12 | 8 | 1 | x | 3
Cc1ccc(S(=O)(=O)N[C@H]2C=C[C@@H](CC(=O)NCCCN(C)C)O[C@@H]2CO)cc1 | 3 | -3 | 0 | -3 | -3 | -8 | x | 0
CC(=O)COc1ccc(-c2csnn2)cc1 | x | x | -8 | -20 | 5 | -35 | x | -45
COc1ccc(COc2cc(-c3cccc(OC)c3)nc3ccc(NC(=O)c4ccccc4)cc23)cc1 | -27 | 1 | -3 | 14 | 2 | 58* | -1 | 29
O=C(O)Cn1cnc2ccccc2c1=O | -4 | 1 | x | 3 | -1 | x | -4 | x
CO[C@@H]1CN(C)C(=O)c2cc(NC(=O)C3CCCC3)ccc2OC[C@H](C)N(CCC(F)(F)F)C[C@@H]1C | x | 3 | -5 | 6 | 6 | 6 | -1[16.7 µM] | 14
Cn1c(=O)[nH]c(=O)c2c1nc(NC1CCCC1)n2Cc1ccccc1 | 2 | 4 | 4 | 3 | 1 | -1 | -3 | 16
C[C@H]1CN([C@@H](C)CO)C(=O)Cc2cc(NC(=O)NC3CCCCC3)ccc2O[C@H]1CN(C)C(=O)Nc1ccc(C(F)(F)F)cc1 | 0 | 0 | -5 | -10 | x | 1 | 9[16.7 µM] | -9
CCOC(=O)N1CCN(C2CC(=O)N(c3ccc(C)cc3)C2=O)CC1 (configuration not stated) | 15 | 0 | x | 5 | x | x | -3 | x
CCOc1ccc(NC(=O)C2CC(=O)N(CCc3ccccc3)C2)cc1OC (configuration not stated) | 11 | -1 | 4 | 1 | 1 | -8 | 7 | 5
CCCNC(=O)c1onc(CSc2ccncc2)c1C(=O)NCCC | x | 1 | 2 | -7 | 0 | 11 | 1 | 6

One compound at a time (already shown). Order of screens: PGC1a acetyl inh | Cneo AK release | FN deposit inh | LGR2 inh | CASP6 VEID inh | EWS-Fli block | miR-122 sensor | PAX8 inh HTS
Record of CC(=O)COc1ccc(-c2csnn2)cc1 = x | x | -8 | -20 | 5 | -35 | x | -45
Record of CCCNC(=O)c1onc(CSc2ccncc2)c1C(=O)NCCC = x | 1 | 2 | -7 | 0 | 11 | 1 | 6
Record of COc1ccc(COc2cc(-c3cccc(OC)c3)nc3ccc(NC(=O)c4ccccc4)cc23)cc1 = -27 | 1 | -3 | 14 | 2 | 58* | -1 | 29
Record of Cn1c(=O)[nH]c(=O)c2c1nc(NC1CCCC1)n2Cc1ccccc1 = 2 | 4 | 4 | 3 | 1 | -1 | -3 | 16
Record of c1ccc2c(c1)OCCc1c-2[nH]c2ccccc12 = -1 | -2 | x | -6 | -2 | -13 | 3 | -23

Following part:
SMILES | PGC1a acetyl inh | Cneo AK release | FN deposit inh | LGR2 inh | CASP6 VEID inh | EWS-Fli block | miR-122 sensor | PAX8 inh HTS
O=C(OC1CC2CC1[C@H]1CCCCN1C2=O)N1CCOCC1 (some centres not stated) | x | x | 8 | 13 | -3 | -3 | x | -9
COc1ccc(S(=O)(=O)N2CCN(C(=O)COc3ccccc3)CC2)cc1 | x | x | 1 | x | -1 | 9 | x | -13
Cc1ccc(S(=O)(=O)N2CCCCC2)cc1NC(=O)CSc1nncn1-c1ccccc1 | x | x | 1 | x | -6 | -1 | x | 18
CC1(C(=O)NS(=O)(=O)c2cccc(C#N)c2)CCN1C(=O)C1(c2ccccc2)CC1 (configuration not stated) | 18 | -3 | 4 | 2 | 3 | -5 | 2 | -2
CCN(CC)CCn1c2c(c(SCC(=O)Nc3ccc(C(C)C)cc3)nc1=O)CCCC2 | 4 | 2 | 2 | 4 | -2 | 18 | -3 | 0
CCCNC(=O)C[C@@H]1CC[C@@H]2[C@@H](COc3ccc(NC(=O)COC)cc3C(=O)N2C)O1 | 10 | -2 | -10 | 12 | x | 2 | 29[16.7 µM] | -22
O=C1c2ccccc2S(=O)(=O)N1CC(O)Cn1c2ccccc2c2ccccc21 (configuration not stated) | -1 | 0 | 20 | 9 | -8 | x | 1 | x
CC1CCN(C(=O)Cn2cnc3c2c(=O)n(C)c(=O)n3C)c2ccccc2S1 (configuration not stated) | x | -1 | -3 | 9 | -2 | 1 | -5 | -3
COCCCn1c(SCC(=O)Nc2cccc(C)n2)nnc1-c1ccco1 | 5 | 1 | 1 | x | x | x | -6 | 12
C[C@H]1CN([C@@H](C)CO)S(=O)(=O)c2ccc(C#CC(C)(C)O)cc2O[C@H]1CN(C)C(=O)C1CCC1 | -9 | -5 | 6 | 4 | -2 | 0 | 0[16.7 µM] | x
COc1ccc(C(=O)C[n+]2ccc(C)cc2)cc1 | 5 | -1 | 5 | -1 | x | x | 3 | 5
COCCNC(=S)N1CCN(Cc2cccc(OC)c2)CC1 | x | x | -2 | 0 | -4 | -2 | 2 | -3

Overlap with the part before: two compounds, then new ones.
SMILES | PGC1a acetyl inh | Cneo AK release | FN deposit inh | LGR2 inh | CASP6 VEID inh | EWS-Fli block | miR-122 sensor | PAX8 inh HTS
COc1ccc(C(=O)C[n+]2ccc(C)cc2)cc1 | 5 | -1 | 5 | -1 | x | x | 3 | 5
COCCNC(=S)N1CCN(Cc2cccc(OC)c2)CC1 | x | x | -2 | 0 | -4 | -2 | 2 | -3
O=C(NCCc1c[nH]c2ccccc12)c1cccc(S(=O)(=O)Nc2ccccc2Cl)c1 | x | x | -2 | 3 | 19 | 14 | x | 30
CCn1c(SCC(=O)Nc2ccccc2)nc2nc3c(cc2c1=O)COC(C)(C)C3 | x | x | 4 | 10 | 8 | -1 | x | 28
O=C(NCC1CC1)[C@@H]1[C@@H](CO)[C@@H]2Cn3c(cccc3=O)[C@H]1N2C(=O)c1ccccc1 | x | 0 | x | -6 | 1 | -6 | 1[16.7 µM] | 0
COc1ccc(NC(=S)Nc2ccc(N(C)C(C)=O)cc2)cc1 | x | 1 | -2 | 5 | -2 | 10 | x | -25
CCn1cc(C(=O)NCCCN2CCCC(C)C2)c(=O)c2cc(S(=O)(=O)N3CCOCC3)ccc21 (configuration not stated) | x | 0 | -6 | 28 | -2 | x | -2 | -20
O=C(NC1CCCCC1)C(c1ccc(O)cc1)N(CC1CCCO1)C(=O)C1COc2ccccc2O1 (configuration not stated) | -11 | -2 | 10 | x | x | x | 4 | x
CC(=O)N(C)C[C@@H]1Oc2cc(C#Cc3ccc(F)cc3)ccc2S(=O)(=O)N([C@H](C)CO)C[C@H]1C | 2 | -4 | x | 21 | 3 | 23 | -17[16.7 µM] | -9
C=CCc1c(C)nc2c(C)cccc2c1SC(=N)N | -11 | -1 | -13 | 1 | 2 | 11 | -9 | -14
COc1ccccc1-c1cccc(-c2nc(C(=O)NCc3ccncc3)cc3c2[C@@H](CCO)N([S@](=O)C(C)(C)C)C3)c1 | 3 | 10 | -1 | -13 | -2 | 8 | x | 11
C[C@@H]1CN([C@H](C)CO)C(=O)c2cccc(NS(C)(=O)=O)c2O[C@H]1CN(C)Cc1ccccc1 | -3 | -1 | x | -9 | -3 | 2 | -2[16.7 µM] | -1
CCCc1cn(CC[C@H]2CC[C@@H](NS(=O)(=O)c3ccccc3Cl)[C@@H](CO)O2)nn1 | 7 | 0 | -9 | 11 | 1 | 13 | x | -2
CC1(NC(=O)Cc2csc(-c3ccc(Cl)cc3)n2)CCS(=O)(=O)C1 (configuration not stated) | x | 0 | 3 | -11 | -5 | 5 | x | 6
CC1(C(=O)NS(=O)(=O)c2ccc(F)cc2F)CCN1C(=O)c1ccc(C2CCCCC2)cc1 (configuration not stated) | 4 | 0 | -1 | -15 | 4 | 2 | -6 | x
O=S(=O)(c1ccccc1)N(CC(O)CN1CCOCC1)c1ccccc1 (configuration not stated) | x | 4 | -5 | -2 | 2 | -3 | 4 | -4
O=C(/C=C/c1cccc([N+](=O)[O-])c1)Nc1cccc(NC(=O)c2cccs2)c1 | 0 | -2 | -16 | 15 | -1 | -8 | 6 | -1
COC(=O)c1cc(C(=O)NCCC(C)C)cc([N+](=O)[O-])c1 | x | -1 | -16 | 4 | 0 | 5 | x | 24
COc1cc(/C=C2\C(=N)N3N=CSC3=NC2=O)ccc1OS(=O)(=O)c1ccccc1 | x | 0 | x | 7 | 2 | x | x | 0
CCN(CC)C1CCN(Cc2c(C(=O)N3CCCCCCC3)nc3ccc(Cl)cn23)C1 (configuration not stated) | x | 3 | x | -29 | 64* | -1 | 1 | 15
O=C(CSc1ncccn1)NC(=O)NCc1ccccc1 | -3 | 3 | 4 | x | x | x | 3 | 10
CC(C)(C)OC(=O)NCCCC[C@H](NC(=O)c1nc[nH]c1C(=O)NC1CCN(C(=O)OC(C)(C)C)CC1)C(=O)OC(C)(C)C | x | 0 | -3 | 8 | x | 20 | -8 | 36
CC(C)C[C@@H](CN)NC(=O)c1nc[nH]c1C(=O)N[C@@H](Cc1ccccc1)C(=O)CNC[C@H](C)NC(=O)c1nc[nH]c1C(=O)N[C@@H](CC(=O)O)C(=O)O | -3 | 1 | -6 | -7 | 3 | -3 | -2 | -8
O=C(Cc1cccs1)N1CCN=C1SCc1ccc(Br)cc1 | x | x | -7 | 11 | -1 | 2 | x | -9
C[C@@H]1CN([C@H](C)CO)C(=O)c2cc(NC(=O)CCN3CCOCC3)ccc2O[C@H]1CN(C)C(=O)Nc1ccc(F)cc1 | 5 | 0 | 1 | 2 | 1 | 1 | -2[16.7 µM] | -20
CC(C)NC(=S)N/N=C/c1cccs1 | -10 | 22 | 7 | x | x | x | -3 | -4
CN1C(=O)c2cc(NC(=O)C3CCCC3)ccc2OC[C@H]2O[C@H](CC(=O)NCCc3ccncc3)CC[C@@H]21 | -13 | x | -8 | -6 | 3 | -9 | x | -6
CCc1c(C#N)c(SCc2c(C)noc2C)nc2c1C(=O)CC(C)(C)C2 | x | 4 | 0 | -9 | x | x | -7 | 15
CCCNC(=O)N1C[C@@H](O)COC[C@H]2O[C@H](CC(=O)N[C@@H]3CCN(Cc4ccccc4)C3)CC[C@@H]21 | 5 | -2 | -6 | -1 | 1 | 6 | -5[16.7 µM] | -12
CC(C)CC#Cc1cnc2c(c1)C(=O)N([C@@H](C)CO)C[C@@H](C)[C@@H](CN(C)Cc1ccc(F)cc1)O2 | 7 | -4 | x | 9 | -1 | 6 | -5[16.7 µM] | x
O=C(NCc1ccncc1)c1cccc(S(=O)(=O)N2CCc3ccccc32)c1 | 6 | -4 | -2 | x | -3 | 8 | x | 31
